Screening data deposited in PubChem by National Center for Advancing Translational Sciences (NCATS).
G9a block: inhibitors of human histone lysine methyltransferase G9a; Q96KQ7; G9a H3K9 monomethylation, AlphaScreen, 2 h; Potency, µM (titrated, usually from 102 µM), without a hit: top-dose activity, negative = inhibition, actives largely listed as inhibitors; actives 8.8% (n = 350,000); note: potency is the fitted concentration of half-maximal effect; % is set by controls: 0 for no effect and ±100 for the full control effect; nearly all actives have a fitted effect of over 75% in size
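Signal arises when biotinylated H3K9 peptide, once monomethylated, bridges streptavidin donor and antibody-captured acceptor beads. Enzyme at 20 nM was preincubated 15 min with test compounds; peptide 500 nM and SAM 20 uM then reacted for 2 h.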
PI4K2A inh: blocks human PI4K2A kinase activity; Q9BTU6; purified PI4K2A, ADP-Glo luminescence, 1 h; stronger effect = lower value; activity change, negative = inhibition, % at 76.9 µM; actives 0.13% (n = 420,000); in the data active = activity change below about -50%; inconclusive = mostly about -30% to -49%;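 note: -100% = wells without enzyme as full effect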
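Compounds are screened against recombinant PI4K2A using PI as substrate and ATP, the latter dispensed at 300 microM. Reactions run one hour at ambient temperature before ADP-Glo detection; full inhibition defined by wells lacking enzyme.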
GLS inh: inhibitors of human glutaminase (GLS); O94925; GLS enzymatic activity, qHTS titration; Potency, µM (top dose mostly 45.5 µM), for inactives: at the top dose activity change, negative = inhibition, usual class: inhibitors; actives 0.21% (n = 410,000); AID 624170; note: potency is the fitted concentration of half-maximal effect; % is set by controls: 0 for no effect and ±100 for the full control effect
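Enzyme dispensed in phosphate buffer (45 mM, pH 8.2, 0.02% Tween-20), compounds pinned in, then 1 mM L-glutamine solution and the glutamate oxidase–HRP–Amplex Red mix added; fluorescence read immediately and again after 30 min at room temperature.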
HP1b binding inh: HP1-beta chromodomain-methylated histone interaction inhibition | P83916 | AlphaScreen HP1-beta / biotin-H3K9me3 peptide binding | Potency, µM (highest dose often 114 µM), for inactives: at the highest dose activity change, negative = inhibition, hits mostly inhibitors | actives 0.56% (n = 390,000); note: potency is the fitted concentration of half-maximal effect; nearly all actives have a fitted effect of over 70% in size; inactives centre near 23
Target sequence (P83916 whole entry, looked up): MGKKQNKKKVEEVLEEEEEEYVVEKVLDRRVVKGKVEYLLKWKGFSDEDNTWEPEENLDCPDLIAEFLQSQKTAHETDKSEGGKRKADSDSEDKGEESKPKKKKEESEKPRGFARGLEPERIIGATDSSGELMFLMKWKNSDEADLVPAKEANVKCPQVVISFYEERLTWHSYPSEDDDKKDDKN
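AlphaScreen: HP1-beta (50 nM) preformed 30 min with biotin-H3(1-18)K9me3 peptide (50 nM) in PBS pH 7.4, 0.01% Tween-20. Compound added for 30 min at RT, then streptavidin donor/nickel chelate acceptor beads (10 ug/mL) for 30 min.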
RGS4 inh: human RGS4 inhibition. P49798. actives 0.039% (n = 390,000). Transcreener GDP fluorescence polarization, RGS4-accelerated GTP hydrolysis. Potency, µM (series often up to 114 µM), without a hit: top-dose activity change, negative = inhibition, usual class: inhibitors; note: potency is the fitted concentration of half-maximal effect; % is set by controls: 0 for no effect and ±100 for the full control effect; nearly all actives have a fitted effect of over 75% in size; some results filed as inactive show a strong effect at the top dose
Target sequence (P49798 whole entry, looked up): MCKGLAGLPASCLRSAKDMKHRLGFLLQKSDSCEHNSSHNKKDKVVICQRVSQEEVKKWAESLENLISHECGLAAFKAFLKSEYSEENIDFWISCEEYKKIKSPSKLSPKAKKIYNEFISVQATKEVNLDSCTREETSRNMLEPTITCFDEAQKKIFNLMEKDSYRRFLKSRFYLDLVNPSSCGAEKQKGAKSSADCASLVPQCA
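MLSMR compounds (23 nl, pin-transferred) preincubated 10 min at room temperature with a 500nM (2x) first reagent, then RGS4 at 900nM (2x) plus Transcreener GDP mix added; fluorescence polarization (620/688 nm) read before and after 90 min at 30 °C.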
BAZ2B block: inhibitors of human BAZ2B bromodomain. Q9UIF8. AID 504333. AlphaScreen BAZ2B-H3K14Ac peptide displacement. Potency, µM (titrated, usually from 114 µM), without a hit: top-dose activity change, negative = inhibition, actives largely listed as inhibitors. actives 4.4% (n = 360,000); note: potency is the fitted concentration of half-maximal effect; % is set by controls: 0 for no effect and ±100 for the full control effect; nearly all actives have a fitted effect of over 60% in size
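BAZ2B (50 nM) with biotin-H3(5-23)K14Ac peptide (50 nM) in PBS pH 7.4, 0.01% Tween-20, preformed 30 min, then compound 30 min at room temperature; top concentration 110uM. AlphaScreen streptavidin donor/nickel chelate acceptor beads (10 ug/mL final), 20 min dark, signal read.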
12-LOX inh: inhibitors of human 12S-lipoxygenase ALOX12 | purified 12hLO, xylenol orange hydroperoxide absorbance | AID 1671190 | Potency, µM (highest dose often 108 µM), without a hit: top-dose activity change, negative = inhibition, most hits filed as inhibitors | P18054 | actives 1.1% (n = 580,000); note: potency is the fitted concentration of half-maximal effect; % is set by controls: 0 for no effect and ±100 for the full control effect
Target sequence (P18054 whole entry, looked up): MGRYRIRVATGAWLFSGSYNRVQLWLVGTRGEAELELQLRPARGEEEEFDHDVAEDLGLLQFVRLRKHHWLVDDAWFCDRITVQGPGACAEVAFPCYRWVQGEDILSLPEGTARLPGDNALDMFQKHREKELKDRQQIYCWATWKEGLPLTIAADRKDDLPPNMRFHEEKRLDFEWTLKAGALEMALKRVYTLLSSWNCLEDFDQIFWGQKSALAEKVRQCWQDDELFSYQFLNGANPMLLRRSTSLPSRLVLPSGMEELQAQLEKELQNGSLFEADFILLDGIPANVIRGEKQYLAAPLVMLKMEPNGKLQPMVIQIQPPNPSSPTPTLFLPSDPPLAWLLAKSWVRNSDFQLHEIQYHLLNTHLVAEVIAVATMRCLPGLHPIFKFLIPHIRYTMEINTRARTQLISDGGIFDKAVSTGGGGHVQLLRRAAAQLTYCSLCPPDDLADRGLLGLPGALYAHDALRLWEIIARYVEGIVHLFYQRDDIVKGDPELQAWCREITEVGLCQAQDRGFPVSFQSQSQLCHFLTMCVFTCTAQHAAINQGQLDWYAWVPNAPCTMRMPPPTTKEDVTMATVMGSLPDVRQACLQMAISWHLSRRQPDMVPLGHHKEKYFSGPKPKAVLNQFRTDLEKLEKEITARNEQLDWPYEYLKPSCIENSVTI
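Purified human 12hLO (150 nM final) in 25 mM Hepes, 0.01% Triton X-100, pH 7.0 was preincubated 15 min at room temperature with compound. Then 40 uM arachidonic acid was added, 30 min. Hydroperoxide was read by Fe-XO absorbance ratio 573/405 nm.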
JMJD2A Tudor inh: JMJD2A Tudor domain (human) inhibition. actives 4.4% (n = 390,000). Potency, µM (top dose mostly 114 µM), for the others: at the top dose activity change, negative = inhibition, usual class: inhibitors. AID 504339. AlphaScreen JMJD2A-Tudor / H3K4me3 peptide binding; note: potency is the fitted concentration of half-maximal effect; % is set by controls: 0 for no effect and ±100 for the full control effect; nearly all actives have a fitted effect of over 50% in size
ERG Ets-DNA blk: blocks human ERG Ets domain binding to DNA; P11308; actives 0.028% (n = 370,000); Potency, µM (top dose mostly 76.9 µM), without a hit: top-dose FP activity, negative = inhibition, most hits filed as inhibitors; fluorescence polarization, His-ERG Ets domain / labelled DNA; active = well fitted inhibition curve with a large enough effect in the polarisation, with a control signal flat; inconclusive = small, poorly fitted or top-dose-only effect, or effect the other way, or a change in a side signal; inactive = no such curve, though single readings can be large or run the other way; the % refers to the polarisation;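 note: polarization taken with two DNA probes labelled with fluorescein and Texas red; potency is the fitted concentration of half-maximal effect; % of control where 0% means no effect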
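His-tagged ERG Ets domain (1 uM in the protein solution; 300mM KCl, 50mM Tris-HCl, 1mM EDTA, 1mM DTT, pH 7.5) received compound, then a probe mix of 5 nM fluorescein-DNA and 100nM Texas-615-DNA. Fluorescence polarization was read for both dyes.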
An asterisk follows results filed as active; i = inactive; ? = inconclusive; / = not tested or not shown; [ ] = remark or other dose. Unless noted, calls come from the whole dose curve; as a rule, active = well fitted curve in the direction sought with a large enough effect; inconclusive = small, poorly fitted or top-dose-only effect, or another doubt; inactive = no such curve, though single readings can be large; an effect the other way counts as inactive or inconclusive. These rows are one share of the data; rates above refer to the full screens.

G9a block	PI4K2A inh	GLS inh	HP1b binding inh	RGS4 inh	BAZ2B block	12-LOX inh	JMJD2A Tudor inh	ERG Ets-DNA blk	Molecule
-5.5%	3.3	3.6%	10.5%	18.2%	-3.8%	-4.4%	-13.1%	-5.4%	Cc1ccccc1COn1nnc2ccc(S(=O)(=O)N3CCOCC3)cc21
/	-2.6	-1.8%	32.8%[57 µM]	1.2%	/	12.0%	-6.2%	15.7%	CC(=O)C1CCC2C3CCC4CC(OC(=O)CCC(=O)O)CCC4(C)C3C(=O)CC12C (stereo unspecified)
-39.2%	3.3	1.8%	6.0%	?	-11.4%	-0.3%	?	-2.2%	COc1ccc(CN(C)CC(=O)Nc2ccc(SC(F)F)cc2)cc1OC
35.5µM*	-3.0	7.3%	-11.4%	-19.9%[56.9 µM]	-2.6%	?	-19.8%[57.1 µM]	-1.8%	CCOC(=O)c1cnc(SC2CCc3ccccc3C2=O)nc1N (stereo unspecified)
?	3.8	37.1%[activator]	33.6%	13.2%	-2.0%	-11.5%	11.2µM*	-2.4%	Cn1c(CNS(=O)(=O)c2ccc(F)cc2)n[nH]c1=S
/	0.6	-3.0%	19.3%	-16.8%	-10.1%	i	2.8%	-21.3%	COc1ccc(CNC(=O)C(=O)NCC2OCCN2S(=O)(=O)c2ccc(OC)c(OC)c2)cc1 (stereo unspecified)
/	0.5	1.4%	20.7%	8.9%	-1.4%	2.0%	-29.7%	9.8%	O=C1CCN(CCc2ccccc2)CCN1[C@H](CO)c1ccccc1
/	-1.8	-9.1%	7.8%	-17.0%	?	-17.6%	-24.3%	-1.7%	CS(=O)(=O)Nc1ccc(C2=NN(C(=O)c3ccco3)C(c3ccco3)C2)cc1 (stereo unspecified)
?	-1.1	17.9%	39.1%[activator]	0.9%[11.4 µM]	-4.5%	2.0%	-15.1%	2.6%	O=C(NNC(=O)c1cc2cc(Br)ccc2oc1=O)c1ccc(O)cc1
17.0%[59 µM]	-0.7	-11.8%	32.8%	-32.7%	-36.8%	-12.0%	-23.1%	14.3%	COc1ccc(NC(=O)CSc2nc(-c3ccccc3)nc3cc(=O)[nH]n23)cc1
-9.8%[59 µM]	-3.5	6.9%	29.0%	9.6%	8.1%	?	-16.0%	-2.8%	COc1cccc(NC(=O)N2CCN3CCCCC3C2)c1 (stereo unspecified)
22.7%[59 µM]	-2.7	7.4%	25.1%	14.9%	-0.2%	6.1%	-17.6%	-1.4%	COc1ccccc1CNC(=O)C1CC(c2ccccc2C(F)(F)F)=NO1 (stereo unspecified)
-13.3%	2.5	5.6%	32.6%	17.6%	-12.4%	198.7%[activator]	-4.8%	-0.4%	C=CCn1c(SC(C)C(=O)NCCC2=CCCCC2)nc2ccccc2c1=O (stereo unspecified)
14.7%[59 µM]	3.7	-9.5%	17.7%	5.4%	-4.7%	-5.7%	-21.2%	-8.6%	Cc1noc(C)c1C(=O)NC(C)C1CCCO1 (stereo unspecified)
-4.4%[59 µM]	-2.1	-1.3%	-6.4%	23.3%	-7.9%	-19.1%	-16.7%	1.5%	Cc1sc2ncn(CC(=O)Nc3ccc(C(F)(F)F)cc3)c(=O)c2c1S(=O)(=O)N1CCN(C)CC1
5.2%[59 µM]	-15.2	1.7%	3.1%	4.1%	2.4%	-2.6%	-27.2%	-2.1%	CCCS(=O)(=O)N1CCCC(C(=O)NCCCOC)C1 (stereo unspecified)
14.9%[59 µM]	-4.2	7.9%	50.9%[activator]	1.0%[11.4 µM]	19.6%	?	11.5%[11.4 µM]	-4.1%	CCOc1ccc(C(=O)c2cccs2)cc1
-40.1%[59 µM]	-7.7	-8.6%	43.3%[activator]	15.9%	2.7%	-19.3%	-9.6%	2.9%	CC(=O)c1ccc(NC(=O)Cn2c3ncccc3c(=O)n2-c2ccc(C)cc2)cc1
4.4%[59 µM]	0.1	1.9%	76.6%[activator]	17.6%	9.2%	?	-11.0%	7.8%	CC1=C(c2ccc(F)cc2)S(=O)(=O)NC1=NCc1ccccc1Cl
24.3%[59 µM]	1.1	-1.8%	35.2%	-0.7%	5.1%	43.5%[activator]	-4.1%	9.6%	O=C(COC(=O)c1cc(S(=O)(=O)N2CCCC2)ccc1O)Nc1ccc(SC(F)F)cc1
/	1.0	16.1%	5.9%	17.9%	/	32.3%[activator]	-13.3%	-7.5%	Cc1cccc(/N=C/c2ccccn2)n1
-0.6%[59 µM]	2.5	2.8%	52.4%[activator]	-1.7%	1.9%	-0.2%	-6.1%	-5.4%	O=C(NC1CCCC1)c1ccc2c(c1)N(Cc1ccccc1F)C(=O)c1ccccc1S2
2.6%[59 µM]	0.2	0.2%	32.6%	20.0%	?	-1.4%	-1.0%	-6.6%	CCOC(=O)c1cnn(CCOC(=O)c2cccc(F)c2)c1NC(=O)c1cccc(F)c1
?	-0.9	-0.8%	-6.7%	-0.9%	-12.9%	-23.4%	-17.5%	-1.2%	Cc1cccc(NC(=O)N2CC(=O)Nc3sc4c(c3C2c2ccccc2)CCCC4)c1C (stereo unspecified)
8.1%[12.7 µM]	1.7	-1.1%	27.7%	-30.1%	3.0%	-24.5%	-18.2%	4.0%	CCOC(=O)N1CCN(C(=O)c2n[nH]c(=O)c3ccccc23)CC1
9.5%[12.7 µM]	19.9	28.3%	27.2%	6.2%	-10.3%	-17.9%	-16.1%	-2.1%	COc1ccc(S(=O)(=O)c2c(O)cc(C)c(NS(=O)(=O)c3ccccc3)c2C)cc1
76.1%[activator][12.7 µM]	-0.6	6.7%	129.0%[activator]	-8.1%	60.3%[activator]	51.5%[activator]	74.0%[activator]	0.8%	Clc1cccc(Cl)c1CSc1nnc(/C=C/c2ccccc2)o1
2.4%	-7.4	-1.1%	-0.2%	-24.1%[56.9 µM]	-26.1%	-8.2%	-28.8%	8.2%	COc1ccc(N(CC(=O)NCCC2=CCCCC2)S(=O)(=O)c2ccccc2)cc1
-12.8%[2.33 µM]	-3.2	0.8%	37.0%	-15.6%	-2.5%	2.0%	-3.8%	3.6%[15.4 µM]	COc1cc(/C=C/C(=O)O)cc(S(=O)(=O)Nc2ccc3cn[nH]c3c2)c1OC
?	-0.6	1.6%	50.6%[activator]	-44.2%	7.7%	19.0%	-3.5%	-2.6%	COc1ccc(-c2nc(CS(=O)CC(=O)N3CCCC3)c(C)o2)cc1 (stereo unspecified)

JMJD2A Tudor inh: what is marked active above.
G9a block	PI4K2A inh	GLS inh	HP1b binding inh	RGS4 inh	BAZ2B block	12-LOX inh	JMJD2A Tudor inh	ERG Ets-DNA blk	Molecule
?	3.8	37.1%[activator]	33.6%	13.2%	-2.0%	-11.5%	11.2µM*	-2.4%	Cn1c(CNS(=O)(=O)c2ccc(F)cc2)n[nH]c1=S

Additional records.
G9a block	PI4K2A inh	GLS inh	HP1b binding inh	RGS4 inh	BAZ2B block	12-LOX inh	JMJD2A Tudor inh	ERG Ets-DNA blk	Molecule
30.2%	3.7	-1.4%	-1.9%	11.9%	4.9%	-18.7%	-0.7%	0.7%	COC(=O)c1ccc(COC(=O)c2cccnc2Cl)cc1
24.2%	1.3	16.1%	101.6%[activator]	-7.0%[56.9 µM]	16.5%	0.0%	28.0%	17.1%	COc1ccccc1C(=O)Nc1ccccc1N1CCCCC1
-16.5%	-1.1	1.3%	48.5%[activator]	6.0%	-2.5%	-9.7%	3.7%	3.5%	COc1cc2c(cc1OC)C(C1C(=O)CCCC1=O)N(C(=O)CCl)CC2 (stereo unspecified)
?	0.3	36.5%[activator]	?	1.9%	-112.0%	0.0%	56.2µM*	-9.1%	Cc1cccc(Nc2nc(N)nc(CN3CCN(c4ccccc4)CC3)n2)c1
/	4.5	0.3%	22.5%	22.3%	/	26.3%	0.0%	-14.2%	O=C(CCNS(=O)(=O)c1ccc(F)c(Cl)c1)NCc1ccccc1F
/	-3.2	11.0%	43.8%[activator]	5.6%	-5.3%	-50.4%	1.5%	-7.3%	Cc1ccc(N(CCC#N)C(=O)COC(=O)c2ccccn2)cc1
79.4µM*	-17.6	2.8%	?	?	79.4µM*	-18.9%	?	-6.0%	COc1ccc(NC(=O)CSc2sc3c(O)cc(=O)[nH]c3c2C#N)c(OC)c1
?	-2.7	-5.5%	30.3%	-5.2%	-22.6%	1.3%	-6.2%	2.8%	O=C(CP(=O)(O)CC(=O)c1ccccc1)c1ccccc1
/	-4.9	13.2%	28.0%	18.7%	/	-7.8%	-16.5%	-5.3%	COc1cc(OC)cc(-c2c(C#Cc3ccsc3)c3cc(-c4cc(F)cc(F)c4)ccc3n2C)c1
20.3%[12.7 µM]	-4.3	-3.0%	15.6%	-0.2%	-3.5%	17.1%	-18.6%	-1.1%	COc1ccc(OC)c(NC(=O)c2cnn(-c3ccccc3Cl)c2NC(=O)c2ccco2)c1
/	4.5	-0.5%	-10.4%	-8.7%	/	-13.8%	-20.3%	3.5%	CC(C#N)OC(=O)c1cccnc1SCC(=O)Nc1ccc2c(c1)OCO2 (stereo unspecified)
15.4%[0.501 µM]	-3.6	7.0%	11.9%	-3.5%	-4.1%	-19.4%	-7.4%	13.1%	Cc1ccccc1OCCC(=O)OCC(=O)Nc1ccc2[nH]c(=O)[nH]c2c1
-2.1%[59 µM]	-0.3	-15.7%	10.4%[57 µM]	16.3%	-13.7%	-26.2%	-21.4%	3.8%	CCOC(=O)c1noc2ncn(CC(=O)Nc3cccc(C(F)(F)F)c3)c(=O)c12
